Jurkat NFkB inh: inhibitors of the PMA/ionomycin-induced NF-kB reporter in Jurkat cells; PMA/ionomycin-induced NF-kB luciferase reporter, luminescence; inhibition, % at 4 µM; AID 435003; actives 0.53% (n = 330,000); in the data active means inhibition above about 50%
Gli-Sufu antag: antagonists of Gli-Sufu signaling; Sufu-KO-LIGHT fibroblasts, Gli luciferase reporter luminescence; inhibition, % at 5 µM; actives 0.74% (n = 340,000);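 active means inhibition above about 55%, limit read from the data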;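 further: 0% = DMSO-treated cells and 100% = wells with medium but no cells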
CCR6 antag: antagonists of human CCR6 receptor; actives 0.49% (n = 340,000); CHO-K1 CCR6 PathHunter beta-arrestin, luminescence, CCL20-stimulated; P51684; inhibition, % at 20 µM; AID 493098;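 active means compounds whose inhibition of the agonist-driven luminescence signal at 20 µM reaches about 50%, limit read from the data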;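 further: cells stimulated with CCL20 at 14 nM final; plate controls were DMSO with CCL20 for no effect and DMSO without agonist for full effect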
APJ antag: antagonists of human APJ apelin receptor; P35414; CHO-K1 APJ beta-arrestin complementation, luminescence; inhibition, % at 20 µM; actives 0.32% (n = 330,000); AID 2521;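 active means inhibition above about 40% at 20 µM, limit read from the data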;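 further: cells challenged with 10 nM apelin-13 agonist together with compound; plate controls were apelin-13 plus DMSO wells for no effect and DMSO wells lacking apelin-13 for full effect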
697 NFkB inh: inhibitors of the PMA/ionomycin-induced NF-kB reporter in 697 B cells; 697 B-cell NF-kB luciferase reporter, 16 h; inhibition, % at 4 µM; actives 0.33% (n = 330,000); in the data active means inhibition above about 35%
EBI2 antag: EBI2 (human) antagonism; P32249; EBI2 beta-arrestin recruitment, luminescence, 7a,25-OHC stimulated; AID 651636; actives 0.81% (n = 360,000); inhibition, % at 5 µM; in the data active means inhibition above about 38%;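 further: enzyme fragment complementation signal reports receptor beta-arrestin coupling in cells; 0% = agonist plus DMSO wells and 100% = wells without agonist; some results beyond the cut were filed as inactive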
Target sequence (P32249 whole entry, looked up, the tested form may be a part): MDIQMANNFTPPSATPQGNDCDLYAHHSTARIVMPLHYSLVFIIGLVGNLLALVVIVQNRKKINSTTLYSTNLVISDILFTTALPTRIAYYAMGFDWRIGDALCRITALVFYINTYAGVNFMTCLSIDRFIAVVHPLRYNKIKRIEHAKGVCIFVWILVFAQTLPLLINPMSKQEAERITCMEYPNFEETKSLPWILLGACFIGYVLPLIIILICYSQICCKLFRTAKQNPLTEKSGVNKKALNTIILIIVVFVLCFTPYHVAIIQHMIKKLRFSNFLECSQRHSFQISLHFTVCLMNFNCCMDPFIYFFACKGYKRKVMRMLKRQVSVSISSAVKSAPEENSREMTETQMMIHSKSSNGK
UBC13 inh: human UBC13 polyubiquitination inhibition | P61088 | UBC13 polyubiquitin chain formation, TR-FRET | inhibition, % at 20 µM | actives 0.47% (n = 330,000) | AID 485273; in the data active means inhibition above about 45%, passing the limit was not always enough
Target sequence (P61088 whole entry, looked up): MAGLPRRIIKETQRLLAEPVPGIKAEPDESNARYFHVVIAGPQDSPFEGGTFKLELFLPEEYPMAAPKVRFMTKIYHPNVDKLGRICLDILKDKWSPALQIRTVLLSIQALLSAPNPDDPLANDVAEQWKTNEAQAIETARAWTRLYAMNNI
CXCR6 inh: blocks human CXCR6 beta-arrestin recruitment. O00574. CHO-K1 PathHunter CXCR6 beta-arrestin, luminescence. inhibition, % at 20 µM. actives 0.36% (n = 360,000); in the data active means inhibition above about 34%, passing the limit was not always enough;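 further: antagonist mode with CXCL16 agonist at 10 nM final; 0% = 10 nM CXCL16 with DMSO and 100% = unstimulated wells without agonist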
Target sequence (O00574 whole entry, looked up): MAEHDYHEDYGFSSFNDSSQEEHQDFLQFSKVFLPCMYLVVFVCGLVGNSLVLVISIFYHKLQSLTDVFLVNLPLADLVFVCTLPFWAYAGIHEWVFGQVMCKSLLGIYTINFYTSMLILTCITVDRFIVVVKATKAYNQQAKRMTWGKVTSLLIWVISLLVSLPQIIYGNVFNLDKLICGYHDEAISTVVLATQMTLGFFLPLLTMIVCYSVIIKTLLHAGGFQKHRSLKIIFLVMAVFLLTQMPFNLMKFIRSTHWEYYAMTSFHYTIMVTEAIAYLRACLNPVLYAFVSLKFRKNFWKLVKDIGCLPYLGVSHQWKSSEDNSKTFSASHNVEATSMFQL
* = called active by the depositor; x = not tested or not shown. Hits appear at their usual frequency; any-hit rate near 3%.

SMILES	Jurkat NFkB inh	Gli-Sufu antag	CCR6 antag	APJ antag	697 NFkB inh	EBI2 antag	UBC13 inh	CXCR6 inh
Cc1ccc(C(=O)CN(C(=O)c2ccc(Cl)c(Cl)c2)N2C(=O)C3CCCCC3C2=O)cc1C (stereo unspecified)	1	-1	3	6	-2	3	0	-4
COC(=O)c1ccc(Cl)c(NC(=O)CN(c2ccc(OC)cc2)S(=O)(=O)c2ccccc2)c1	4	19	17	-22	-7	11	0	7
COCc1cc(/C=N\NC(=O)Cc2ccc(Cl)cc2)ccc1OC	6	-2	-1	-3	7	7	7	-9
Cc1ccc(C(=O)OCC(=O)NCc2cccc(Cl)c2)cc1S(=O)(=O)N1CCCCC1	-18	1	-1	20	-60	7	-12	3
O=C(NNc1cc(C(F)(F)F)nc2ccccc12)Nc1cccc(Cl)c1	11	-1	-14	-26	8	-1	-2	-25
CCCN[C@@H]1C(=O)N2C(C(=O)OCCC)=C(C)CS[C@H]12	2	-38	-7	-1	-11	3	-26	2
Cc1cc(=O)n2nc(-c3ccc(C(F)(F)F)cc3)sc2n1	-73	-56	-1	-2	-44	-4	11	2
O=C1CS/C(=N/N=C/c2cccs2)N1	6	0	2	6	-9	6	2	-6
O=C(Cc1c(C(=O)O)[nH]c2ccccc12)NCCN1CCN(c2ccccc2F)CC1	-6	5	-10	-21	-3	-4	-14	1
Cc1ccc(OC(C)C(=O)Nc2cc(C)on2)cc1 (stereo unspecified)	-8	1	1	-9	-5	-10	-6	-3
CCn1c(SCC(=O)Nc2cccc(S(=O)(=O)N(C)c3ccccc3)c2)nnc1C1CC1	6	-9	11	-34	4	-9	-5	-12
CCSc1nnc(NC(=O)NC2CCCCC2)s1	-21	-15	19	4	-10	-9	-4	-2
Cc1ccccc1CNc1ncnc2cc(Cl)ccc12	1	31	-1	15	1	-10	3	-8
CNC(=O)COc1ccc(Nc2nnc(-c3ccc(C)c(S(N)(=O)=O)c3)c3ccccc23)cc1	-7	7	13	1	-14	-10	-2	6
C[C@H](NC(=O)C1CCN(S(=O)(=O)c2ccccc2)CC1)C(=O)NCc1ccccc1	-5	41	6	9	19	5	3	3
O=C(N/N=C/c1ccccn1)NC12CC3CC(CC(C3)C1)C2	-37	-30	4	-5	-66	4	2	2
COc1ccc(NC(C)=O)cc1S(=O)(=O)N1CCN(Cc2cccs2)CC1	-2	4	3	4	10	-9	0	3
CCOC(=O)C1CC=C(Cl)CC1C(=O)Nc1nccs1 (stereo unspecified)	-4	-7	-10	-10	-9	-2	5	-3
Cc1ccc(S(=O)(=O)CC(=O)Nc2ccc(S(=O)(=O)Nc3ccccn3)cc2)cc1	6	-10	5	18	-9	2	-6	5
Cc1ccc([N+](=O)[O-])cc1S(=O)(=O)Nc1ccc(C(=O)N2CCN(C(=O)c3ccco3)CC2)cc1	-7	3	8	14	11	-1	0	3
COc1cccc(C(=O)OCC(=O)NCCNC(=O)COC(=O)c2cccc(OC)c2OC)c1OC	7	13	-8	-14	14	3	0	-8
COc1cc(/C=N/NC(=O)C(=O)NCC2CCCO2)cc(Cl)c1O (stereo unspecified)	-18	3	3	-3	-5	-7	-9	-1
CCn1cc(/C=N\NC(=O)c2c[nH]c3ccccc23)c(C)n1	-20	-26	-18	7	-45	-6	-1	-5
CC(C)NC(=O)CCCc1c[nH]c2ccccc12	-5	-7	1	-4	-1	9	-2	0
O=C(/C=C/c1ccccc1)N1CCN(c2ccccn2)CC1	0	1	13	9	3	88*	2	7

Later entries
SMILES	Jurkat NFkB inh	Gli-Sufu antag	CCR6 antag	APJ antag	697 NFkB inh	EBI2 antag	UBC13 inh	CXCR6 inh
O=C(CCN1CCOCC1)Nc1cc(C(=O)Nc2ccccc2F)ccc1N1CC2CC(C1)c1cccc(=O)n1C2 (stereo unspecified)	8	-9	3	-2	6	-3	5	6
Cc1cc2cc(CNC(=O)c3cccc([N+](=O)[O-])c3)ccc2[nH]1	-12	1	13	4	-7	6	1	4
O=C(O)/C(=C\c1cccc(F)c1)c1ccc(S(=O)(=O)N2CCCC2)s1	-14	3	1	-1	0	-13	-24	-9
CCCCCCc1c(O)nc(SCCN(C)C)[nH]c1=O	-8	-9	-1	-13	5	4	-9	-20
O=c1oc2cc([N+](=O)[O-])ccc2nc1/C=C(\O)c1cccc(Br)c1	6	1	42	20	-6	-8	-40	16
Cc1[nH]c2ccccc2c1C(=O)CSC(=S)N1CCOCC1	-30	-11	6	-16	-26	1	-2	0
COc1ccc(N(C(=O)c2cccnc2)S(=O)(=O)c2cccc([N+](=O)[O-])c2)cc1	7	9	18	-26	19	0	7	-14
Fc1ccc(Nc2nc(N3CCOCC3)c3ccccc3n2)cc1	-9	23	-6	-11	-40	13	13	-12
COc1ccc(C(=O)OCC(=O)c2cc(C)n(CC3CCCO3)c2C)cc1[N+](=O)[O-] (stereo unspecified)	2	-7	10	-20	-8	12	-22	-6
O=[N+]([O-])c1ccc(-c2csc(Nc3ccccc3)[n+]2Cc2ccccc2)cc1	-7	-17	20	14	0	2	-13	2
Cc1cccc(NS(=O)(=O)c2ccc(C(=O)N3CCCCCC3)cc2)c1C	4	23	9	-2	-26	4	1	-12
CCOc1ccc(-c2[nH]ncc2-c2ccccc2)c(O)c1	-10	55*	-8	-11	-18	11	5	1
COC(=O)c1cccc(NC(=O)C2COc3ccccc3O2)c1C (stereo unspecified)	1	27	-4	-6	-9	-7	-9	-1
COc1cccc(/C=C2\SC(=O)N(CCC(=O)NNC(=O)c3cccc(Cl)c3)C2=O)c1	-11	-2	11	0	-15	5	-3	4
Cc1cc(Br)ccc1NC(=O)CNC(=O)CSc1nccn1C	-1	0	5	1	16	-10	2	4
COc1ccc(C(=O)NCC(=O)N/N=C/c2cn(C)c3ccccc23)cc1OC	15	6	2	1	10	-16	2	-5
O=C(Cn1c(=O)oc2ccccc21)c1ccccc1	9	-8	9	27	18	6	10	11
O=C(C(=O)N1CCCC1CO)N1CCCC1CO (stereo unspecified)	-4	-2	-4	0	-10	-8	-1	2
Clc1ccc(/C=N/N2CCCCC2)cc1	1	-15	10	4	-18	-8	0	-4
CCN(CC)CCNS(=O)(=O)c1ccc(Cl)cc1	3	9	10	1	-19	-7	-7	-5
CSc1ccc(Cl)c(C(=O)OCC(=O)N2CC(C)OC(C)C2)c1 (stereo unspecified)	-6	6	10	12	10	-4	3	3
O=C(NCc1cccc(C(F)(F)F)c1)C1CC(c2ccc(C(F)(F)F)cc2)=NO1 (stereo unspecified)	-1	-4	-3	-41	17	-2	8	-9
O=[N+]([O-])c1cc2oc3c(c2c(C=NCc2ccncc2)c1O)CCCC3	x	-25	25	x	x	6	x	15
Cc1ccc2c(c1)nnn2C1CCN(CC(=O)NCCc2ccccc2)CC1	6	9	6	15	-3	33	2	0
CC(=O)Nc1ccc(C(=O)Nc2ccc3c(c2)OCO3)cc1	-4	-19	-9	-3	16	7	-11	-2

Another view of part of the listing above.
molecule | Jurkat NFkB inh | Gli-Sufu antag | CCR6 antag | APJ antag | 697 NFkB inh | EBI2 antag | UBC13 inh | CXCR6 inh
COC(=O)c1cccc(NC(=O)C2COc3ccccc3O2)c1C (stereo unspecified) | 1 | 27 | -4 | -6 | -9 | -7 | -9 | -1
COc1cccc(/C=C2\SC(=O)N(CCC(=O)NNC(=O)c3cccc(Cl)c3)C2=O)c1 | -11 | -2 | 11 | 0 | -15 | 5 | -3 | 4
Cc1cc(Br)ccc1NC(=O)CNC(=O)CSc1nccn1C | -1 | 0 | 5 | 1 | 16 | -10 | 2 | 4
COc1ccc(C(=O)NCC(=O)N/N=C/c2cn(C)c3ccccc23)cc1OC | 15 | 6 | 2 | 1 | 10 | -16 | 2 | -5
O=C(Cn1c(=O)oc2ccccc21)c1ccccc1 | 9 | -8 | 9 | 27 | 18 | 6 | 10 | 11
O=C(C(=O)N1CCCC1CO)N1CCCC1CO (stereo unspecified) | -4 | -2 | -4 | 0 | -10 | -8 | -1 | 2
Clc1ccc(/C=N/N2CCCCC2)cc1 | 1 | -15 | 10 | 4 | -18 | -8 | 0 | -4
CCN(CC)CCNS(=O)(=O)c1ccc(Cl)cc1 | 3 | 9 | 10 | 1 | -19 | -7 | -7 | -5
CSc1ccc(Cl)c(C(=O)OCC(=O)N2CC(C)OC(C)C2)c1 (stereo unspecified) | -6 | 6 | 10 | 12 | 10 | -4 | 3 | 3
O=C(NCc1cccc(C(F)(F)F)c1)C1CC(c2ccc(C(F)(F)F)cc2)=NO1 (stereo unspecified) | -1 | -4 | -3 | -41 | 17 | -2 | 8 | -9
O=[N+]([O-])c1cc2oc3c(c2c(C=NCc2ccncc2)c1O)CCCC3 | x | -25 | 25 | x | x | 6 | x | 15
Cc1ccc2c(c1)nnn2C1CCN(CC(=O)NCCc2ccccc2)CC1 | 6 | 9 | 6 | 15 | -3 | 33 | 2 | 0
CC(=O)Nc1ccc(C(=O)Nc2ccc3c(c2)OCO3)cc1 | -4 | -19 | -9 | -3 | 16 | 7 | -11 | -2

Remaining list, next part.
SMILES	Jurkat NFkB inh	Gli-Sufu antag	CCR6 antag	APJ antag	697 NFkB inh	EBI2 antag	UBC13 inh	CXCR6 inh
CN(CC(=O)Nc1ccc(Cl)c(C(F)(F)F)c1)C(=O)CCN1C(=O)C2CC=CCC2C1=O (stereo unspecified)	12	-1	1	18	-10	1	1	-12
COc1ccc(-c2ccc(-c3noc(C)n3)c(OC)n2)cc1	-73	-38	-9	-8	-85	5	10	8
C[C@H](CO)N1C[C@H](C)[C@@H](CN(C)Cc2ccccc2)Oc2c(NS(=O)(=O)c3cn(C)cn3)cccc2C1=O	-3	-12	-4	14	-12	-18	-6	-1
COc1cccc(NC(=O)C(=O)NCC2CCCN2S(=O)(=O)c2ccccc2)c1 (stereo unspecified)	-78	-79	6	1	-89	1	-7	6
O=C(OCC(O)COc1ccccc1)c1ccc([N+](=O)[O-])cc1 (stereo unspecified)	-1	38	-6	-2	2	-4	4	-24
CCOc1ccc(C(=O)NCC(=O)OCc2c(F)cccc2Cl)cc1	6	2	7	7	7	-6	7	0
Cc1ccc(/C=N/NC(=O)c2nnn(-c3nonc3N)c2-c2ccccc2)o1	10	1	5	1	20	-5	-7	0
CC(=O)N(Cc1ccc(F)cc1)C1=C(NCc2ccccc2)C(=O)c2ccccc2C1=O	x	92*	23	x	x	2	x	9
Cc1ccc(C(=O)Nc2ccc(S(=O)(=O)N3CCc4ccccc4C3)cc2)o1	5	-6	-13	-19	-10	-3	0	1
Cc1nc(SCn2nnc3ccccc3c2=O)nc(C)c1C	7	6	-5	2	-10	2	-5	2
CCCCNC(=S)NC(=O)c1ccccc1Br	-8	-12	2	-21	12	4	1	-11
Cc1ccc(C(=O)NCc2ccccn2)c(Cl)c1	-35	-2	-22	-2	18	-5	7	1
COc1ccc(C(OC(=O)c2ccco2)C(=O)NCc2ccc(C)cc2)cc1 (stereo unspecified)	-5	-6	-2	-18	10	2	9	6
CCCN(C(=O)COC(=O)CCOc1ccccc1)c1c(N)n(Cc2ccccc2)c(=O)[nH]c1=O	-22	4	12	-46	9	5	-4	7
Cn1nc2c(c1C(=O)N1CCCC(C(=O)c3cc(F)ccc3F)C1)CCCC2 (stereo unspecified)	3	25	-6	1	-5	-11	5	-6

Bioassay records deposited in PubChem BioAssay by Sanford-Burnham Center for Chemical Genomics.
